Vif-APOBEC3G blk – Vif-A3G binding inhibition. Potency, µM (titrated, usually from 46.1 µM), for the others: at the top dose activity, negative = active, most hits filed as inhibitors. AID 602310. Q9HC16. 0.076% of 410,000 active. HeLa A3G-eYFP + Vif (tagged APOBEC3G with the HIV-1 protein that degrades it), YFP fluorescence, overnight;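 further: potency means the concentration at half of the fitted maximal effect; on the % scale 0 is the no-effect control and ±100 the full control effect; nearly all actives have a fitted effect of over 60% in size; hits raise eYFP signal because A3G escapes Vif-driven loss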
Target sequence (Q9HC16 whole entry, looked up): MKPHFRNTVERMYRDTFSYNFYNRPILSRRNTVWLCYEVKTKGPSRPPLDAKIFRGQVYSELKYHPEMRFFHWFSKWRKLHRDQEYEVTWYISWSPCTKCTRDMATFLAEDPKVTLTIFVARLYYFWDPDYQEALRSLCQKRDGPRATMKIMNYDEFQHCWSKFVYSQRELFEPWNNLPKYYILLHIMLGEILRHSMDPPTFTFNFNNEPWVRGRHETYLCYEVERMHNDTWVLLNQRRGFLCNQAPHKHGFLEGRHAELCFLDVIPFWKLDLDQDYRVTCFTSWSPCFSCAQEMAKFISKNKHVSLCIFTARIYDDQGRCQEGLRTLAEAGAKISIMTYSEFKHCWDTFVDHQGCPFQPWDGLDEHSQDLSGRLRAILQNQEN
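HeLa cells stably expressing Vif and C-terminally eYFP-tagged A3G, seeded overnight at 37 deg C, then exposed to compound by pintool overnight at 37 deg C. Rise in yellow fluorescence (Ex 488/Em 500-530, Acumen) marks blocked Vif-driven A3G degradation.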
D1 antagonist – blocks dopamine activation of the human D1 receptor | P21728 | HEK293 TREx D1 cells, calcium flux, dopamine EC80; hits give low values | activity change, negative = inhibition, % at 10 µM | 3.2% of 360,000 active | AID 504652; in the data active means activity change below about -30%; further: on the % scale 0 is the no-effect control and ±100 the full control effect
Target sequence (P21728 whole entry, looked up): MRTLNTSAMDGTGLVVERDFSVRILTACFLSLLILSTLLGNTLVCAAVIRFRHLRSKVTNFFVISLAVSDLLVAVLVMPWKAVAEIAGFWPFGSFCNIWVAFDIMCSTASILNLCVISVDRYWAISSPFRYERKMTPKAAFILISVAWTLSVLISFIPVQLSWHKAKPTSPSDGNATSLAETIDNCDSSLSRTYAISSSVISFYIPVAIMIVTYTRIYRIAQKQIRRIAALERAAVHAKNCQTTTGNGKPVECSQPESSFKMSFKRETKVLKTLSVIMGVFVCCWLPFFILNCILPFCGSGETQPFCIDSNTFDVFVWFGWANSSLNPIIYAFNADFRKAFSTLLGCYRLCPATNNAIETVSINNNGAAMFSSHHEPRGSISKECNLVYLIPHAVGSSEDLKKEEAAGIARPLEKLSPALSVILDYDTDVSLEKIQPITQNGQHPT
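Compound effects on dopamine-evoked calcium signalling were measured in tetracycline-induced HEK293 Trex D1 cells. Dopamine at EC80 followed a 180 s compound pre-read, and fluorescence was tracked kinetically for 180 s more.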
RXFP1 antag – RXFP1 (human) relaxin receptor antagonism. AID 1259400. 0.59% of 350,000 active. activity change, negative = inhibition, % at 57.5 µM. HEK293-RXFP1, relaxin-stimulated cAMP HTRF, 30 min; hits give low values;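 active means activity change of -60% or lower, but not beyond a set lower limit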; further: on the % scale 0 is the no-effect control and ±100 the full control effect
RXFP1 ag – RXFP1 (human) receptor agonism; Q9HBX9; Potency, µM (highest dose often 57.5 µM), inactives show top-dose activation, usual class: activators; HEK293T-RXFP1 cAMP TR-FRET, 30 min; response scale: percent of porcine relaxin response, buffer zero; 0.3% of 370,000 active; further: potency means the concentration at half of the fitted maximal effect; on the % scale 0 is the no-effect control and ±100 the full control effect; nearly all actives have a fitted effect of over 60% in size; many of its hits are not listed in these tables
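cAMP rise read by TR-FRET after 30 min, 37C compound exposure (up to 58 uM) in RXFP1-transfected HEK293 cells with Ro 20174 present. EC50 from Hill-equation fits, with 29 nM porcine relaxin as 100% and buffer as basal.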
D1 ag – activates the human D1 dopamine receptor. P21728. AID 504660. 1% of 360,000 active. HEK293 T-REx D1 cells, calcium flux, agonist mode. activation, % at 2 µM; in the data active means activation above about 30%; further: 0% is about no effect
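Inducible HEK293 T-REx D1 cells, force-coupled to calcium signalling, were plated at 4000 cells/well with tetracycline and held overnight at 30 C. After no-wash calcium dye loading, compound-evoked calcium rise over 180 s flagged agonists.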
D2 potentiator – positive allosteric modulators of human D2 dopamine receptor; potentiation, % at 10 µM; P14416; 0.34% of 340,000 active; HEK293 T-REx D2, calcium flux, EC20 dopamine potentiation;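 active means potentiation over 3 SD above the plate norm, cut at about 30% in these data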; further: 0% is about no effect
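Potentiation of an EC20 dopamine calcium response is measured in a force-coupled, tetracycline-inducible Hek293 Trex D2 line. Compound-only kinetic reads over 180 s flag agonists before dopamine addition.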
Glioma ERSR ind – inducers of ER stress response in human glioma cells | U87-MG GRP78 promoter luciferase reporter, 16 h | Potency, µM, for the others: at the highest dose activation, actives largely listed as activators | 0.02% of 420,000 active; further: potency means the concentration at half of the fitted maximal effect; series mostly up to about 76 µM; % of control where 0% means no effect; nearly all actives have a fitted effect of over 35% in size
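Stably transfected U87-MG glioma cells carrying a GRP78-based luciferase sensor; 16 h compound incubation. Luminescence end-point read 10 min after Bright-Glo addition at room temperature.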
D1 PAM – human D1 dopamine receptor positive modulation | P21728 | HEK293 TREx D1 cells, calcium flux, dopamine EC20 potentiation | potentiation, % at 10 µM | 0.036% of 360,000 active | AID 504651; in the data active means potentiation above about 30%; further: 0% is about no effect
Vif-APOBEC3F blk – Vif-A3F binding inhibition. HeLa A3F-eYFP + Vif (tagged APOBEC3F with the HIV-1 protein that degrades it), YFP fluorescence increase. Potency, µM (top dose mostly 46.1 µM), for the others: at the highest dose activity, negative = active. AID 602313. 0.2% of 390,000 active; further: potency means the concentration at half of the fitted maximal effect; % of control where 0% means no effect; nearly all actives have a fitted effect of over 65% in size
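HeLa cells stably expressing Vif plus C-terminally eYFP-tagged A3F were seeded, incubated overnight at 37 deg C, dosed with compound, incubated overnight again at 37 deg C. Yellow fluorescence (Ex 488/Em 500-530) reported blocked Vif-mediated A3F-eYFP degradation.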
The depositor's hits bear a star; / = no result given. Unless noted, the call rests on the fitted dose curve; in most records, active means well fitted curve in the direction sought with a large enough effect; inconclusive means small, poorly fitted or top-dose-only effect, or another doubt; inactive means no such curve, though single readings can be large; an effect the other way counts as inactive or inconclusive. An excerpt, so the mix of outcomes need not match the whole.

SMILES	Vif-APOBEC3G blk	D1 antagonist	RXFP1 antag	RXFP1 ag	D1 ag	D2 potentiator	Glioma ERSR ind	D1 PAM	Vif-APOBEC3F blk
COC(=O)c1cc(NC(=O)COC(=O)CN2C(=O)C3CC=CCC3C2=O)cc(C(=O)OC)c1 (configuration not stated)	-10%	6	2	0.4%	1	-5	-4%	-7	-11%
CCN(CC(=O)Nc1cc(Cl)ccc1-n1cncn1)Cc1nc2ccccc2c(=O)[nH]1	-5%	7	-14	2.7%	14	20	-1%	/	-2%
CC1CCN(S(=O)(=O)c2cccc(C(=O)Nc3nccs3)c2)CC1	-2%	-28	-12	0.0%	5	-8	-4%	-8	-10%
CCN(CC)CCN1C(=O)C(=O)/C(=C(/O)c2ccc(OC)cc2)C1c1cccs1 (configuration not stated)	/	0	/	-0.2%	0	23	/	-4	/
CC1CN(Cc2nc3c(c(=O)n(C)c(=O)n3C)n2Cc2cccc(Cl)c2)CC(C)O1 (configuration not stated)	-1%	54	-4	1.0%	3	5	-6%	2	-4%
CC(=O)NCC(=O)N(C)C(C(=O)Nc1ccc(C(C)C)cc1)c1ccccc1 (configuration not stated)	1%	/	-2	0.0%	-1	/	1%	0	0%
COc1ccccc1N/C(N)=N/c1nc(CSc2nc3ccccc3s2)cc(=O)[nH]1	/	-31*	/	0.9%	5	3	/	4	/
CC(C)N(Cc1nnc(-c2ccccc2Cl)o1)C(=O)COc1cccc(Cl)c1	1%	/	-5	/	/	/	-1%	/	-1%
CCN(Cc1ccccc1)C(c1cc2cc(C)ccc2[nH]c1=O)c1nnnn1CCOC (configuration not stated)	-3%	9	-2	0.4%	0	3	-3%	-2	-12%
O=C(NC12CC3CC(CC(C3)C1)C2)N1CC2Cc3cccc(=O)n3C(C2)C1 (configuration not stated)	0%	-15	-10	1.1%	4	11	-4%	2	/
O=C(NCCCN1CCOCC1)C(Sc1ccccc1)c1ccccc1 (configuration not stated)	0%	11	-1	1.6%	3	-10	-3%	-9	-15%
CN(C)c1nc(SCCOC(=O)c2ccccc2)nc(N(C)C)n1	-2%	25	10	0.0%	14	/	1%	-2	3%
CS(=O)(=O)Nc1ccc(-c2cc(/C=C3\SC(N)=NC3=O)c[nH]c2=O)cc1	1%	13	/	0.8%	2	0	-3%	4	3%
COc1cc(C2CC(=O)Oc3c2c(=O)[nH]c2ccccc32)cc(OC)c1OC (configuration not stated)	-3%	-8	/	0.8%	-1	9	-3%	-2	3%
COc1cccc(NC(=O)N2C3CCCC2CC(NC(C)=O)C3)c1 (configuration not stated)	-7%	17	-2	-0.1%	1	-4	-3%	-4	1%
O=C(c1ccc2c(c1)OCO2)N1CCN=C1SCc1cccnc1	3%	-24	/	-0.5%	6	9	-2%	/	0%
COc1ccc(NC(=S)N/C(=N/CS(=O)(=O)c2ccccc2)c2ccccc2)cc1	-1%	-5	8	0.7%	-1	-3	7%	1	-1%
COc1ccc(NC(=O)c2cc3c(C)nn(-c4ccccc4)c3s2)c(OC)c1	2%	-3	/	0.7%	3	-11	-6%	5	0%
CCC(C)NC(=O)CCS(=O)(=O)c1ccc2c(c1)n(C)c(=O)c(=O)n2C (configuration not stated)	1%	-5	/	7.0%	1	16	-2%	-2	1%
CCOc1ccc(-n2cc(-c3ccccc3)c3c(NCc4ccccc4)ncnc32)cc1	0%	24	2	4.6%	3	-7	-2%	-2	1%
CCNS(=O)(=O)c1ccc(S(=O)(=O)N(Cc2ccccn2)C2CCCCC2)cc1	3%	-11	7	-0.5%	0	/	-3%	1	-5%
Cc1cc(OCC(=O)Nc2cccc(S(=O)(=O)NC3=NCCCCC3)c2)ccc1Cl	1%	-31*	-13	0.3%	5	-5	0%	-2	9%
COc1ccc(S(=O)(=O)Cc2ccc(C(=O)N3CCN(c4cccc(C)c4C)CC3)o2)cc1	-13%	0	/	1.8%	2	1	-6%	-4	-1%
CCOc1ccc(/C=C(\C#N)c2nc(-c3cc4ccccc4oc3=O)cs2)c(OCC)c1	/	-15	1	0.5%	0	-1	/	-1	/
CCc1nccn1S(=O)(=O)c1ccc(OC)c(OC)c1	2%	-19	/	0.0%	1	-3	-3%	/	4%
SMILES	Vif-APOBEC3G blk	D1 antagonist	RXFP1 antag	RXFP1 ag	D1 ag	D2 potentiator	Glioma ERSR ind	D1 PAM	Vif-APOBEC3F blk
COc1cc(OC)cc(C(=O)N[C@H](C(=O)NCc2ccccc2)C(C)C)c1	2%	-10	0	0.2%	0	-15	-3%	5	16%
Cc1ccc(CNC(=O)/C=C/c2c(Cl)cccc2Cl)cc1	-1%	-36*	5	1.5%	6	/	-5%	-2	-14%
COc1ccc(CNc2nc(-c3ccccc3)nn2C(=O)c2cccs2)cc1	1%	9	1	-0.5%	37*	-7	-1%	0	-4%
COC(=O)C(Cc1c[nH]c2ccccc12)NC(=O)COc1ccc(Cl)cc1Cl (configuration not stated)	4%	-32*	-30	-0.5%	4	5	5%	0	-15%
O=C(Cn1cnc2c(cnn2-c2ccc(F)cc2)c1=O)NCC1CCCO1 (configuration not stated)	0%	-5	7	4.9%	0	3	3%	0	-5%
C#CCN1C(=O)C(O)(CC(=O)c2cc(OC)ccc2OC)c2ccccc21 (configuration not stated)	1%	-11	4	0.7%	1	4	0%	-4	-3%
O=C(CSc1nnnn1-c1ccc(O)cc1)c1cc2ccccc2o1	-5%	-25	5	-2.0%	32*	/	-1%	-4	-1%
CCOC(=O)NC1(Nc2ccc(Cl)cn2)Oc2ccccc2O1	/	-17	/	4.4%	-1	/	/	-4	/
COC(=O)Cc1c(C)c2c(O)cc(C)cc2oc1=O	0%	-16	33	16µM*	0	-6	5%	-4	-9%
O=C(NNC(=O)c1ccc(Cl)cc1Cl)c1cccs1	-1%	25	-25	-1.7%	2	-5	1%	9	3%
CCOC(=O)/C(=C\c1ccccc1)C(=O)c1cc(C(C)=O)c(Nc2ccccc2)s1	-17%	15	-32	1.9%	6	-13	-2%	-7	3%
COc1cc(CC(=O)OCc2ccccc2F)cc(OC)c1OC	-2%	0	-6	2.6%	5	2	1%	/	2%
CCOC(=O)N1CCN(C(=O)C(=O)N/N=C/c2ccc(OC)cc2OC)CC1	-2%	-7	1	1.5%	2	7	-2%	-2	-21%
COC(=O)c1ccc(C2/C(=C(/O)c3ccc(Cl)cc3)C(=O)C(=O)N2C2CCS(=O)(=O)C2)cc1 (configuration not stated)	2%	-15	-2	24%	5	15	3%	-8	0%
O=C(C1CCN(CCCc2ccccc2)CC1)N(CCc1ccccc1)Cc1ccccc1	4%	-45*	-9	3.1%	26	-23	-5%	-2	-7%
COc1ccc(CNC(=O)CSc2nc3ccc(C)cc3[nH]2)cc1	-10%	-3	-17	1.3%	1	-7	2%	-8	10%
Cc1cc(C)c2c(c1)/C(=N/NC(=O)c1ccc(O)cc1)CCC2	1%	-19	-1	-2.6%	1	0	2%	1	1%
O=C(NCCN1CCCCC1)c1ccco1	-4%	6	-7	0.0%	4	1	0%	-2	-5%
Cc1ccc(/C=N/NC(=O)C[n+]2ccccc2)s1	0%	-3	-10	-0.7%	1	6	2%	5	11%
C/C(=N\NC(=O)C(N)=O)c1ccc(OC(F)F)cc1	0%	4	-7	-0.8%	3	9	0%	-2	-12%
COc1ccc(C(=O)N/N=C/c2ccc(N3CCOCC3)o2)cc1OC	5%	-9	1	0.5%	1	/	-4%	-5	4%
O=C(NCc1cc([N+](=O)[O-])ccc1O)c1cccc(NS(=O)(=O)c2ccccc2)c1	0%	-16	-3	0.7%	0	-2	-5%	-23	4%
COc1ccc(/C(N)=N/OC(=O)C2CCCCC2)cc1OC	0%	-1	-17	-3.0%	4	14	12%	-1	-6%
COC(=O)[C@@]1(Cc2ccc(F)cc2)[C@H]2c3cc(C(=O)N4CCCC4)n(CCCNc4ncc(C(F)(F)F)cc4Cl)c3C[C@H]2CN1C(=O)c1ccccc1	-7%	1	/	0.0%	3	-15	-4%	-8	-1%
CC1(C)C2CCC1(C)C(NC1=NCCC1)C2 (configuration not stated)	-3%	7	2	0.0%	0	2	-4%	-5	-3%
SMILES	Vif-APOBEC3G blk	D1 antagonist	RXFP1 antag	RXFP1 ag	D1 ag	D2 potentiator	Glioma ERSR ind	D1 PAM	Vif-APOBEC3F blk
CCOC(=O)c1cc(-c2ccccc2)n(CCC(=O)Nc2ccc(C)cc2Cl)c1C	1%	10	-8	4.2%	15	-12	-2%	-7	5%
CCN(CC)c1nc2c(c(=O)[nH]c(=O)n2C)n1Cc1ccccc1Cl	6%	-12	12	0.3%	4	-2	-2%	-1	0%
O=C(NCCc1ccccc1)C(=O)NCC1OCCN1S(=O)(=O)c1ccc(Cl)cc1 (configuration not stated)	0%	-18	-8	0.7%	3	1	-1%	-1	7%
CC1(C)CC(C)(O)N(Cc2ccccc2)C(=S)N1 (configuration not stated)	1%	5	5	1.6%	3	6	-4%	-2	-18%
CN(c1ccccc1)S(=O)(=O)c1ccc(NC(=S)Nc2ccccc2)cc1	4%	1	-8	0.1%	0	10	-5%	1	-7%
Cc1nnc(NC(=O)c2ccc(-c3ccc([N+](=O)[O-])cc3)o2)s1	0%	8	-5	-2.4%	2	5	-1%	2	1%
NC(=O)c1ccsc1NC(=O)CS(=O)(=O)c1ccccc1	1%	-1	-11	1.8%	5	-3	5%	-1	4%
CCC(C)NS(=O)(=O)c1ccc(OCC(=O)NCc2ccc(OC)cc2)cc1 (configuration not stated)	2%	7	-3	0.8%	1	9	-5%	1	7%
Cc1ccc(OCCSc2nc3ccccc3n2CC(=O)O)cc1C	-1%	-2	1	-0.6%	-3	-9	0%	-7	2%

Fetched one by one from the list above, 4 records:
SMILES	Vif-APOBEC3G blk	D1 antagonist	RXFP1 antag	RXFP1 ag	D1 ag	D2 potentiator	Glioma ERSR ind	D1 PAM	Vif-APOBEC3F blk
Cc1nnc(NC(=O)c2ccc(-c3ccc([N+](=O)[O-])cc3)o2)s1	0%	8	-5	-2.4%	2	5	-1%	2	1%
Cc1ccc(OCCSc2nc3ccccc3n2CC(=O)O)cc1C	-1%	-2	1	-0.6%	-3	-9	0%	-7	2%
CCC(C)NS(=O)(=O)c1ccc(OCC(=O)NCc2ccc(OC)cc2)cc1 (configuration not stated)	2%	7	-3	0.8%	1	9	-5%	1	7%
O=C(NCCc1ccccc1)C(=O)NCC1OCCN1S(=O)(=O)c1ccc(Cl)cc1 (configuration not stated)	0%	-18	-8	0.7%	3	1	-1%	-1	7%
